FH mod: Identification of activators of human fumarate hydratase by quantitative high-throughput screening | AID 1347055, 2019 | actives 0.22% (n = 54,000) | FH coupled MDH/diaphorase resazurin fluorescence, 15 min | Potency, µM (highest dose often 79.9 µM), for the others: at the highest dose activity change, negative = inhibition, most hits filed as inhibitors; further: the screen sought activators but most active calls are inhibition curves; nearly all actives have a fitted effect of over 45% in size
Target sequence (P07954 whole entry, looked up): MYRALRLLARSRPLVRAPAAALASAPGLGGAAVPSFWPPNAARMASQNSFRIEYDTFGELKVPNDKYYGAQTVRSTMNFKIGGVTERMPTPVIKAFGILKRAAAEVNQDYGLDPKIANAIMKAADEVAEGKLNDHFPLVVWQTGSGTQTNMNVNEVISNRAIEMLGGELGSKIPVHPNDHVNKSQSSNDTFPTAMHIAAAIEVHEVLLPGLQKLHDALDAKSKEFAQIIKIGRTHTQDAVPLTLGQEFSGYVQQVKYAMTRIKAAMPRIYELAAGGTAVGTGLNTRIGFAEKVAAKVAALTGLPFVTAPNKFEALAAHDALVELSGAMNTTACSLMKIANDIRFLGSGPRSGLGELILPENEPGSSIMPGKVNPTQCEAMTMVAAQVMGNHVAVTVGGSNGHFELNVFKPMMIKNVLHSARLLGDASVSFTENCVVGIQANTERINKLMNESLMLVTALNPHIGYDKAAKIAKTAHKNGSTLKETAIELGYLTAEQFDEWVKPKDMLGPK
NTMT1 inhibitor: NTMT1 methyltransferase inhibition; Potency, µM (series often up to 114 µM), for the others: at the highest dose activity change, negative = inhibition, most hits filed as inhibitors; Q9BV86; AID 1645870; NTMT1 MTase-Glo SAH luminescence, purified enzyme; actives 2.5% (n = 59,000);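 further: plate controls were DMSO vehicle for no effect and no enzyme for full effect; nearly all actives have a fitted effect of over 65% in size; many of its hits are not listed in these tables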
Target sequence (Q9BV86 whole entry, looked up): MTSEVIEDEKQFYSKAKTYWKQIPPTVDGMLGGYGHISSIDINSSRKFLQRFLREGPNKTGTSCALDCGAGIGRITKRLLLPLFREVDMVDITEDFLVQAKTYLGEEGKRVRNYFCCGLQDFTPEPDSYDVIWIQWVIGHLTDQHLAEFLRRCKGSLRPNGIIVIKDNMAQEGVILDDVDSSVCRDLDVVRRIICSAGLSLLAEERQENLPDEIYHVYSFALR
Starred values were filed as active, the others as inactive; ? = inconclusive; · = not tested or not shown; & = joins results of further samples; [ ] = another dose, or the depositor's remark. The call rests on the fitted dose curve; in most records, active means well fitted curve in the direction sought with a large enough effect; inconclusive means small, poorly fitted or top-dose-only effect, or another doubt; inactive means no such curve, though single readings can be large; an effect the other way counts as inactive or inconclusive. Unless noted, on the % scale 0 is the no-effect control and ±100 the full control effect; potency means the concentration at half of the fitted maximal effect.

[1] CC(C)(C)c1onc(OCP(=O)(O)O)c1CC(N)C(=O)O (stereo unspecified)
[2] Nc1cc(Cl)c(NC2=NCCN2)c(Cl)c1
[3] O=[N+]([O-])c1cccc2c(Br)[nH]nc12
[4] CNC(=O)[C@H]1O[C@@H](n2cnc3c(NCc4ccc(N)cc4)ncnc32)[C@H](O)C1O (stereo partly specified)
[5] CCCCCCCC/C=C\CCCCCCCC(=O)NCCO
[6] NC(=O)C1=CN(C2OC(COP(=O)(O)OP(=O)(O)OC[C@H]3O[C@@H](n4cnc5c(N)ncnc54)[C@H](OP(=O)(O)O)C3O)C(O)C2O)C=CC1 (stereo partly specified)
[7] COc1ccc(-c2ccc(N)[n+](CCCC(=O)O)n2)cc1
[8] NC(=O)CC[C@H](N)C(=O)O
Screen / compound no.	1	2	3	4	5	6	7	8
FH mod	-11.5%&-1.5%[53.3 µM]	-7.7%[53.3 µM]	-23.6%[53.3 µM]	-21.2%[53.3 µM]	?	-6.2%[53.3 µM]	-12.2%[53.3 µM]	-9.8%[53.3 µM]
NTMT1 inhibitor	·	·	·	·	·	·	·	·

[9] NC[C@@H]1O[C@H](c2ccccc2)Cc2c1ccc(O)c2O
[10] Cn1cc(C(=O)OCC2CCN(CCNS(C)(=O)=O)CC2)c2ccccc21
[11] CC(C)COC(=O)OCN1C(=O)CN(CCN2CC(=O)N(COC(=O)OCC(C)C)C(=O)C2)CC1=O
[12] O=C(c1ccc2c(c1)OCCO2)N1CCCCC1
[13] S=C(Nc1ccccc1)Nc1nccs1
[14] CC(=O)NNC(=O)N1Cc2ccccc2Oc2ccc(Cl)cc21
[15] CC(=O)O[C@H]1C[C@@H]2CC[C@@H]3[C@H](CC[C@@]4(C)[C@H]3C[C@H]([N+]3(C)CCCCC3)[C@@H]4OC(C)=O)[C@@]2(C)C[C@@H]1[N+]1(C)CCCCC1
[16] O=C1NCc2c1c1c3ccccc3[nH]c1c1[nH]c3ccccc3c21
Screen / compound no.	9	10	11	12	13	14	15	16
FH mod	25.4%[53.3 µM]	-17.9%[53.3 µM]	-0.9%[53.3 µM]	-9.8%[53.3 µM]	-13.3%[53.3 µM]	-10.5%[53.3 µM]	-6.7%[53.3 µM]	?
NTMT1 inhibitor	·	·	·	·	·	·	·	·

[17] CN1CCc2ccccc2Cc2[nH]c3ccccc3c2CC1
[18] COCCOc1cc2nc[nH]c(=O)c2cc1OCCOC
[19] O=C(N[C@@H](Cc1ccccc1)C(=O)CCl)OCc1ccccc1
[20] COc1ccc(/C=C/c2nc(NCCCN(C)C)c3ccccc3n2)cc1
[21] Brc1c(Br)c(Br)c2[nH]cnc2c1Br
[22] CC(N)(C(=O)O)c1ccc(C(=O)O)cc1 (stereo unspecified)
[23] O=S1(=O)N=C(Oc2ccccc2F)c2ccccc21
[24] O=S(=O)(c1ccc2c(c1)OCCO2)N1CCN(S(=O)(=O)c2ccccc2OC(F)(F)F)CC1
Screen / compound no.	17	18	19	20	21	22	23	24
FH mod	-27.3%[53.3 µM]	-21.6%[53.3 µM]	-22.3%[53.3 µM]	3.8%[53.3 µM]	-15.4%[53.3 µM]	-7.0%[53.3 µM]	·	·
NTMT1 inhibitor	·	·	·	·	·	·	-14.3%	9.3%

[25] CC(Cc1ccccc1)C(=O)Nc1ccc(Cl)cc1C(=O)O (stereo unspecified)
[26] CCOc1ccc(CCNC(=O)c2cc3ccccc3n2C)cc1OCC
[27] CN(C)CCCNc1cc(O)c2ncccc2c1
[28] CC1(C)CC2CC(C)(CN2S(=O)(=O)c2ccc(C(=O)Nc3cccc(S(=O)(=O)N4CCOCC4)c3)cc2)C1 (stereo unspecified)
[29] N#Cc1nc(Nc2cc(F)cc(F)c2)c2ncn(CCCN3CCCC3)c2n1
[30] O=S(=O)(Nc1nccs1)c1ccc(NCc2cccc(Cl)c2O)cc1
[31] NC(=O)C1CCN(c2nccc(-c3ccc4c(c3)OCCCO4)n2)CC1
[32] COc1ccc(CN2C(=O)c3ccccc3NC2c2ccc(OC)c(COc3ccc(NC(C)=O)cc3)c2)cc1 (stereo unspecified)
Screen / compound no.	25	26	27	28	29	30	31	32
FH mod	·	·	·	·	·	·	·	·
NTMT1 inhibitor	18.0%	5.4%	-7.5%	0.4%	?	-1.0%	43.3%[activator]	32.0%[activator]

[33] COc1ccc(OC)c(-c2nnc(NC(=O)Nc3ccc4ccccc4c3)s2)c1
[34] COc1ccc(C2c3c(N)nc(CCCc4ccccc4)nc3Oc3ccc4ccccc4c32)cc1OC (stereo unspecified)
[35] NC(=O)C1CCN(c2nc(-c3cccs3)cs2)CC1
[36] Nc1nc(F)nc2c1ncn2[C@@H]1O[C@H](COP(=O)(O)O)[C@@H](O)[C@@H]1O
[37] COc1cccc(C(=O)Nc2ccc(-c3nc4ccccc4[nH]3)cc2)c1
[38] Cc1ccc2nc3sc(C(=O)N4CCCCC4)cc3cc2c1
[39] O=C([C@H](Cc1ccc(O[S+](=O)([O-])c2cccc3cnccc23)cc1)N[S+](=O)([O-])c1cccc2cnccc12)N1CCN(Cc2ccccc2)CC1
[40] NC(=O)C1CCN(c2ncc(-c3cccc(F)c3)s2)CC1
Screen / compound no.	33	34	35	36	37	38	39	40
FH mod	·	·	·	·	·	·	·	·
NTMT1 inhibitor	12.3%	17.8%	?	?	0.7%[57.5 µM]	0.3%[57.5 µM]	-17.9%[57.5 µM]	16.1%

[41] O=C1c2ccccc2C(=O)N1c1noc2ccccc12
[42] Cc1ccc(C(C)c2ccc(=O)n(CC(=O)NCCc3ccccc3)n2)cc1 (stereo unspecified)
[43] CNc1oc(-c2ccc(Cl)c(Cl)c2)nc1C#N
[44] CN(C)c1ccc(-c2cc(O)c3ncccc3c2)cc1
[45] COc1cccc(Cn2ncc3c4sc(SC)cc4n(C)c3c2=O)c1
[46] Cc1ccc(N2CCC(CNc3nc(-c4ccccc4C(C)C)ncc3C)CC2)cn1
[47] CCc1ccc2nc(Nc3cc(Cc4ccccc4)nc(NC4CCC(O)CC4)n3)sc2c1 (stereo unspecified)
[48] COc1ccc(C2Nc3ccccc3C(=O)N2Cc2ccccc2)cc1COc1c(C)cccc1C (stereo unspecified)
Screen / compound no.	41	42	43	44	45	46	47	48
FH mod	·	·	·	·	·	·	·	·
NTMT1 inhibitor	6.2%	0.6%	1.3%	3.7%	5.4%	-8.7%	6.9%	9.7%

[49] Clc1ccc(-c2nc3sccn3c2/C=N/OCc2ccc(Cl)c(Cl)c2)cc1
[50] COc1ccc(C2Nc3ccccc3C(=O)N2Cc2ccco2)cc1COc1ccc(N)cc1 (stereo unspecified)
[51] Cc1cc2c(s1)c1cnn(Cc3cc(C(F)(F)F)cc(Cl)c3F)c(=O)c1n2C
[52] O=C(COC(=O)CNC(=O)C1CCCCC1)Nc1cc(C(F)(F)F)ccc1Cl
[53] CN(C)CCCN1CCCN(C(=O)c2cccc(-c3cc(O)c4ncccc4c3)c2)C1
[54] COc1ccc(NC(=O)c2cccnc2)cc1S(=O)(=O)Nc1ccc(Br)cc1
[55] OCc1ccnc(NC(=S)N2CCN(c3cccc(C(F)(F)F)c3)CC2)c1
[56] COC(=O)c1cc2c(s1)c1cnn(Cc3ccccc3F)c(=O)c1n2C
Screen / compound no.	49	50	51	52	53	54	55	56
FH mod	·	·	·	·	·	·	·	·
NTMT1 inhibitor	-11.9%	?	-5.5%	9.4%	15.0%	1.6%	-1.4%	2.7%[57.5 µM]

[57] Cc1ccc(S(=O)(=O)n2cc(C(=O)Nc3nc(-c4ccccc4)cs3)c3ccccc32)cc1
[58] Cc1cc(N[S+](=O)([O-])c2cc3c(cc2Cl)CCC(=O)N3)ccc1Cl
[59] CC1=C(C(=O)Nc2ccccc2)C(c2ccccc2Br)N=C(Nc2nc3ccccc3o2)N1 (stereo unspecified)
[60] CCCCN(C)C(=O)Cn1nc(-c2ccc(Cl)cc2)ccc1=O
[61] COc1cccc(C2c3c(ncn(-c4ccccc4Br)c3=N)Oc3ccc4ccccc4c32)c1 (stereo unspecified)
[62] Cc1nc(NCc2ccccc2)c2nc(-c3ccccc3)n(CC(C)(C)CN(C)C)c2n1
[63] Cc1cc2[nH]c3c(=O)n(Cc4ccccc4F)ncc3c2s1
[64] O=[S+]1([O-])N=C(Oc2cccnc2)c2ccccc21
Screen / compound no.	57	58	59	60	61	62	63	64
FH mod	·	·	·	·	·	·	·	·
NTMT1 inhibitor	20.0%	10.3%	4.6%[57.5 µM]	-28.7%	1.2%	-15.2%	6.3%	9.3%

Reformatted tab-delimited: entries from further up.
item	canonical_smiles	FH mod	NTMT1 inhibitor
59	CC1=C(C(=O)Nc2ccccc2)C(c2ccccc2Br)N=C(Nc2nc3ccccc3o2)N1 (stereo unspecified)	·	4.6%[57.5 µM]
60	CCCCN(C)C(=O)Cn1nc(-c2ccc(Cl)cc2)ccc1=O	·	-28.7%
61	COc1cccc(C2c3c(ncn(-c4ccccc4Br)c3=N)Oc3ccc4ccccc4c32)c1 (stereo unspecified)	·	1.2%
62	Cc1nc(NCc2ccccc2)c2nc(-c3ccccc3)n(CC(C)(C)CN(C)C)c2n1	·	-15.2%
63	Cc1cc2[nH]c3c(=O)n(Cc4ccccc4F)ncc3c2s1	·	6.3%

More structures
[65] CS(=O)(=O)Nc1ccc(-c2nc(NCc3ccc(-c4ccnc(C(F)(F)F)c4)cc3)c3ccccc3n2)cc1
[66] CCOC(=O)Nc1sc2c(c1C(N)=O)CCCC2
[67] CCN(Cc1cccs1)c1ncnc2ccc(-c3ccc4c(c3)OCO4)cc12
[68] Cc1ccc(-c2ccc(=O)n(CC(=O)NCc3ncc[nH]3)n2)cc1
[69] Cc1ccc(S(=O)(=O)Nc2cnccc2C(=O)Nc2ccc(C#N)cc2)cc1
[70] Cc1onc(-c2ccc(F)cc2)c1COc1ccc(C(=O)N2CCS(=O)(=O)CC2)cn1
[71] Cc1c(P(=O)(c2ccccc2)c2ccccc2)c2ccccc2n1C
[72] COc1ccc(C2c3c(N)nc(Cc4ccccc4)nc3Oc3ccc4ccccc4c32)cc1OC (stereo unspecified)
Screen / compound no.	65	66	67	68	69	70	71	72
FH mod	·	·	·	·	·	·	·	·
NTMT1 inhibitor	6.8%	?	?	16.5%	?	-9.8%	79.4µM*	12.8%

[73] COc1ccc(-n2cnc3cc(C(=O)N4CCCCC4)ccc32)cc1
[74] O=C(O)C1CCN(c2ncc(-c3ccc4c(c3)OCCCO4)s2)CC1
[75] Cc1cccc(C)c1SC1=NS(=O)(=O)c2ccccc21
[76] O=C(OCC#CCSc1nnc(-c2cccc3ccccc23)o1)c1ccsc1
[77] CN1C(=O)CCc2cc(S(=O)(=O)Nc3ccc(Cl)c(Cl)c3)ccc21
[78] Oc1ccc(-c2ccccc2F)c2cccnc12
[79] Cc1ccc(NS(=O)(=O)c2cc3c(cc2-c2cn[nH]c2)NC(=O)CO3)cc1C
[80] C[C@H](N)C(=O)Nc1cccc(-c2nn3c(=O)cc(N4CCNCC4)nc3s2)c1
Screen / compound no.	73	74	75	76	77	78	79	80
FH mod	·	·	·	·	·	·	·	·
NTMT1 inhibitor	?	-3.9%	9.9%&6.7%	4.2%[57.5 µM]	-13.3%	4.9%	17.4%	1.9%

[81] Cc1ccnc(NC(=S)Nc2cccc(C(F)(F)F)c2)c1
[82] Cn1nnnc1Sc1ncnc2scc(I)c12
[83] Cc1ccc(OCCn2c(CCNC(=O)N3CCCCC3)nc3ccccc32)cc1
[84] CN(C)CCCNC(=O)c1ccc(-c2cnc3c(O)cccc3c2)cc1
[85] COc1cc(OC)cc(-c2nnc3n2N=C(c2ccccc2OC)CS3)c1
[86] N#C/C(=C1/Nc2ccccc2S1)c1ccnc(OCc2ccc(CN3CCOCC3)cc2)n1
[87] CCOC(=O)C1CCN(C(=O)C(C)(C)NC(=O)Nc2ccc3c(c2)CCC3)CC1
[88] O=C(Nc1ccccn1)c1sc2ccccc2c1Cl
Screen / compound no.	81	82	83	84	85	86	87	88
FH mod	·	·	·	·	·	·	·	·
NTMT1 inhibitor	0.1%	?	7.7%	-11.5%[57.5 µM]	?	-7.9%	6.2%[57.5 µM]	?

[89] Nc1ccc(-c2nnc(NC(=O)Nc3ccc(Cl)c(Cl)c3)s2)cc1
[90] CC(C)c1cc(C(C)C)c(S(=O)(=O)Nc2cccc3cccnc23)c(C(C)C)c1
[91] Cc1cc2c(s1)c1cnn(Cc3ccc(-n4cncn4)cc3)c(=O)c1n2C
[92] CNc1oc(-c2ccc(-c3ccccc3)cc2)nc1C#N
[93] O=[S+]([O-])(Nc1nccs1)c1ccc(NCc2ccc(Cl)c(Cl)c2)cc1
[94] CSc1cc2c(s1)c1cnn(Cc3cccc(N)c3)c(=O)c1n2C
[95] Cc1cc(C(=O)Nc2ccc(NC(=O)Cc3ccc(Cl)c(Cl)c3)cc2)no1
[96] Cc1ccsc1CNc1ncnc2ccc(-c3c(C)noc3C)cc12
Screen / compound no.	89	90	91	92	93	94	95	96
FH mod	·	·	·	·	·	·	·	·
NTMT1 inhibitor	-5.1%	11.1%	-7.9%	-3.0%	17.8%[57.5 µM]	?	0.1%	-1.5%

Screens from PubChem BioAssay.

Some of the compounds tested; the hit share may differ from the screen's.
